Screening results: PubChem, National Center for Advancing Translational Sciences (NCATS)
JMJD2E inh = blocks human JMJD2E demethylase activity; B2RXH2; JMJD2E catalytic domain, FDH-coupled NADH fluorescence (FDH is formaldehyde dehydrogenase); Potency, µM (doses to about 57.1 µM), without a hit: at the top dose activity change, negative = inhibition, most hits filed as inhibitors; 230,000 compounds, 1.6% hits; AID 2147; active = well fitted inhibition curve with a large enough effect, not every such curve was filed as active; inconclusive = small, poorly fitted or top-dose-only effect, or another doubt; inactive = no such curve, though single readings can be large or run the other way;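 also: 0% = wells with enzyme and -100% = buffer wells without enzyme; nearly all actives have a fitted effect of over 50% in size; many of its hits are not listed in these tables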
L3MBTL1 inh = L3MBTL1 (human) inhibition. Q9Y468. AlphaScreen L3MBTL1–H3K9me1 peptide binding. Potency, µM (titrated, usually from 57.1 µM), without a hit: at the top dose activity, negative = inhibition, actives largely listed as inhibitors. 230,000 compounds, 0.66% hits; also: % is scaled to controls: 0 for no effect and ±100 for the full control effect; nearly all actives have a fitted effect of over 60% in size
Target sequence (Q9Y468 whole entry, looked up): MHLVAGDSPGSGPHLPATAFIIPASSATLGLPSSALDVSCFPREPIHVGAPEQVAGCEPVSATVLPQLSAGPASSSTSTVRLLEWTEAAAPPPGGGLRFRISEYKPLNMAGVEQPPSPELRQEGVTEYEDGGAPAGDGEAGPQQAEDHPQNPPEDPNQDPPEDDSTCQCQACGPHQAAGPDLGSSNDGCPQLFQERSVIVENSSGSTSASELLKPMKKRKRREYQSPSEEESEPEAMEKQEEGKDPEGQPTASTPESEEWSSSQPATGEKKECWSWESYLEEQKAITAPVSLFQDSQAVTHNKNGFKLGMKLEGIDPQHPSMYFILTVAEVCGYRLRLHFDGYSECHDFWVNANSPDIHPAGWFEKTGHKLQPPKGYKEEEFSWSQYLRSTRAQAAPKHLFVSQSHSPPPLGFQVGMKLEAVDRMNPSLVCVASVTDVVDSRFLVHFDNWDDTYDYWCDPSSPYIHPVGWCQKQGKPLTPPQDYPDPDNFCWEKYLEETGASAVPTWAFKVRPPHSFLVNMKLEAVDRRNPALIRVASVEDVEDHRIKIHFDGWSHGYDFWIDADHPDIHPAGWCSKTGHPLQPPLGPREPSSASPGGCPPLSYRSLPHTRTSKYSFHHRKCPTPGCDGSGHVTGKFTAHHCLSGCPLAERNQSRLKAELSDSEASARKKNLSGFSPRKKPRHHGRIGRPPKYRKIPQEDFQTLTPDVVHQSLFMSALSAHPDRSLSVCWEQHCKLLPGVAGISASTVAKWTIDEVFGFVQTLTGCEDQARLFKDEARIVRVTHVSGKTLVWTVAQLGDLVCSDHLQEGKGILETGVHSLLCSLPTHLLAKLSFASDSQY
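L3MBTL1 (50 nM) pre-complexed 30 min with biotinylated H3(1-15)K9me1 peptide (75 nM), then compounds added for 30 min at room temperature; AlphaScreen streptavidin donor/nickel chelate acceptor beads (10 ug/mL final) read after 30 min dark incubation.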
Lamin A splicing = LMNA splicing modulation | AID 1487 | 200,000 compounds, 0.01% hits | HeLa LMNA splicing GFP/RFP minigene ratio, 48 h | Potency, µM (highest dose often 46.1 µM), without a hit: at the highest dose ratio change, negative = inhibition, usual class: inhibitors; active = well fitted inhibition curve with a large enough effect in the signal ratio, with a control signal flat, not every such curve was filed as active; inconclusive = small, poorly fitted or top-dose-only effect, or effect the other way, or a change in a side signal; the % refers to the signal ratio; also: % is scaled to controls: 0 for no effect and ±100 for the full control effect
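Read-out is the ratio of GFP to DsRed2 object intensity, acquired by 488 nm laser-scanning cytometry on HeLa lamin A-EGFP minigene reporter cells. Compound incubation 48 hrs at 37 °C in Opti-MEM with 2% FBS; DMSO 0.5% final.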
RECQ1 helicase = inhibitors of human RECQ1 DNA helicase; Potency, µM (doses to about 57.3 µM), without a hit: at the top dose activity, negative = inhibition, hits mostly inhibitors; 240,000 compounds, 0.54% hits; RECQ1 DNA unwinding, red fluorescence kinetic read; AID 2549; P46063;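 also: plate controls were vehicle for no effect and no enzyme for full effect; nearly all actives have a fitted effect of over 30% in size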
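RECQ1T1 50 nM; forked duplex (20 bp + 30-nt ss tails) 200 nM, ATP 2 mM final; pH 8.0, 2 mM MgCl2, 2.5 ug/ml poly(dI-dC); 15 min compound preincubation; discontinuous kinetic read over 2 h at RT.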
ALDH1A1 block = blocks purified human ALDH1A1 activity; P00352; Purified ALDH1A1, NADH fluorescence, propionaldehyde substrate; Potency, µM (doses to about 75.3 µM), for the others: top-dose activity, negative = inhibition, most hits filed as inhibitors; 220,000 compounds, 7.3% hits; AID 1030; active = well fitted inhibition curve with a large enough effect, not every such curve was filed as active; inconclusive = small, poorly fitted or top-dose-only effect, or another doubt; inactive = no such curve, though single readings can be large or run the other way;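 also: plate controls were no enzyme wells and a reference inhibitor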
Tau fibril ThT = blocks human tau fibril formation measured by thioflavin T. recombinant tau K18 P301L, heparin-induced fibrillization, ThT fluorescence. Potency, µM (series often up to 57.4 µM), without a hit: top-dose activity, negative = inhibition, hits mostly inhibitors. AID 1460. P10636. 270,000 compounds, 2.1% hits; also: % is scaled to controls: 0 for no effect and ±100 for the full control effect; nearly all actives have a fitted effect of over 55% in size
Target sequence (P10636 561-689 P618L limits assumed): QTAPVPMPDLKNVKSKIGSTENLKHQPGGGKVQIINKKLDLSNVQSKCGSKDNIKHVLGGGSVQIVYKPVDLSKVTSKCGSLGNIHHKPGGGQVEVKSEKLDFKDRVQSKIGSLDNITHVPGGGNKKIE
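Using a mix of unlabeled (15 uM) and Alexa 594-labeled (0.24 uM) tau K18 P301L, heparin-triggered fibrillization over 6 hr at 37 C was scored by ThT fluorescence.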
SMN2 splice up = enhancers of SMN2 splice variant expression; HEK293 SMN2-luciferase splicing reporter, luminescence, 30-36 h; Potency, µM (doses to about 46.1 µM), inactives show at the highest dose activity change, positive = activation, actives largely listed as activators; 210,000 compounds, 2.8% hits; AID 1458; also: % of control where 0% means no effect; nearly all actives have a fitted effect of over 55% in size
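HEK293 cells carry an SMN2 minigene-luciferase reporter in which exon 7 inclusion puts luciferase in frame. Cells were seeded at 2000 cells/well, attached for 10-12 hours, then exposed to compounds for 30-36 hours at 37C before ONE-Glo luminescence.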
Luc counter = counter-screen: inhibitors of Kinase-Glo firefly luciferase; Q27757; Potency, µM (top dose mostly 38.3 µM), inactives show at the top dose activity change, negative = inhibition, hits mostly inhibitors; 200,000 compounds, 0.28% hits; Kinase-Glo luciferase, ATP luminescence, 8 min; also: % is scaled to controls: 0 for no effect and ±100 for the full control effect; nearly all actives have a fitted effect of over 60% in size
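Substrate mix (final 50 mM imidazole pH 7.2, 50 mM KCl, 7 mM MgCl2, 10 uM ATP, 0.01% Tween 20, 0.05% BSA) plus pin-tool compound, then Kinase-Glo detection mix; 8 min ambient, luminescence read.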
Starred values were filed as active, the others as inactive; [ ] = remark or other dose. Unless noted, calls follow the shape of the dose curve; as a rule, active = well fitted curve in the direction sought with a large enough effect; inconclusive = small, poorly fitted or top-dose-only effect, or another doubt; inactive = no such curve, though single readings can be large; an effect the other way counts as inactive or inconclusive. Potency is read from the fitted curve at half-maximal effect. Some of the compounds tested; rates above refer to the full screens.

CC(C)c1ccc(/C=C/C(=O)CCC(=O)O)cc1 was read as JMJD2E inh -2%, L3MBTL1 inh 12%, Lamin A splicing -6%[46 µM], RECQ1 helicase inactive, ALDH1A1 block 0%, Tau fibril ThT -5%, SMN2 splice up 1.4µM* and Luc counter -1%.
Screening COC(=O)c1ccc(CS(=O)(=O)c2ccccc2C)o1 returned JMJD2E inh -6%, L3MBTL1 inh -23%, Lamin A splicing 5%, RECQ1 helicase 5%, ALDH1A1 block 2.2µM*, Tau fibril ThT -5%, SMN2 splice up 2% and Luc counter -1%.
`CCOc1cc(/C=C(\C#N)C(N)=O)ccc1OCc1c(C)no[n+]1[O-]` gave JMJD2E inh -4%, L3MBTL1 inh -17%, RECQ1 helicase -12%, ALDH1A1 block 4%, Tau fibril ThT -4%, SMN2 splice up -11% and Luc counter 1%.
CCOC(=O)CSc1nc(C)c2ccccc2n1 was read as JMJD2E inh -26%, Lamin A splicing -2%, RECQ1 helicase -8%, ALDH1A1 block -9%, Tau fibril ThT -9%, SMN2 splice up 18% and Luc counter -6%.
Screening O=c1oc2ccccc2cc1-c1nnc(-c2cccc(Br)c2)o1 returned JMJD2E inh inconclusive, L3MBTL1 inh -2%, Lamin A splicing 2%, RECQ1 helicase -2%, ALDH1A1 block 11%, Tau fibril ThT inconclusive, SMN2 splice up inconclusive and Luc counter -3%.
For Cc1nn(-c2ccccc2)c(Cl)c1/C=N/NC(=O)c1cccc(S(=O)(=O)N2CCCC2)c1 the results were JMJD2E inh 16%, L3MBTL1 inh 2%, Lamin A splicing 5%, RECQ1 helicase -3%, ALDH1A1 block inconclusive, Tau fibril ThT -3%, SMN2 splice up -16% and Luc counter -2%.
Screening Cn1c(=O)c2c(nc(N3CCOCC3)n2CC(=O)c2ccccc2)n(C)c1=O returned JMJD2E inh 1%, L3MBTL1 inh 9%, Lamin A splicing inconclusive, RECQ1 helicase inactive, ALDH1A1 block -1%, Tau fibril ThT 3%, SMN2 splice up -4% and Luc counter 0%.
COc1ccccc1-c1cc(C(F)(F)F)nc(S(=O)(=O)CCCC(=O)Nc2cc(C)on2)n1 was read as JMJD2E inh inconclusive, L3MBTL1 inh 0%, Lamin A splicing -21%, RECQ1 helicase inactive, ALDH1A1 block inconclusive, Tau fibril ThT -15%, SMN2 splice up inconclusive and Luc counter -5%.
Screening Cc1cc(C)n(-c2nc(NC(C)(C)C)nc(NC(C)(C)C)n2)n1 returned JMJD2E inh 9%, L3MBTL1 inh -4%, Lamin A splicing 20%, RECQ1 helicase -12%, ALDH1A1 block -14%, Tau fibril ThT -4%, SMN2 splice up -49%[inhibitor] and Luc counter -2%.
Screening O=C(NNC(=O)c1cc2cc(Br)ccc2oc1=O)c1ccc(O)cc1O returned JMJD2E inh inconclusive, RECQ1 helicase -8%, ALDH1A1 block 1%, Tau fibril ThT 8.9µM*, SMN2 splice up -63%[inhibitor] and Luc counter -3%.
For COc1ccc(Cn2c(SC)nc3ccccc32)cc1[N+](=O)[O-] the results were JMJD2E inh -5%, L3MBTL1 inh 2%, Lamin A splicing -3%, RECQ1 helicase -7%, ALDH1A1 block inconclusive, Tau fibril ThT 1%, SMN2 splice up -5% and Luc counter 8%.
Screening [O-]/[N+](=C\c1ccncc1)c1ccccc1 returned JMJD2E inh -3%, L3MBTL1 inh -3%, Lamin A splicing -10%, RECQ1 helicase inactive, ALDH1A1 block 15µM*, Tau fibril ThT inconclusive, SMN2 splice up 17% and Luc counter 5%.
`COc1ccc(S(=O)(=O)N2CCN(S(=O)(=O)c3ccc4c(c3)OCCO4)CC2)cc1` gave JMJD2E inh inconclusive, L3MBTL1 inh 0%, Lamin A splicing -4%, RECQ1 helicase -9%, ALDH1A1 block 2%, Tau fibril ThT 4%, SMN2 splice up 6% and Luc counter 13%.
For Cn1cccc1P(=O)(c1cccn1C)c1cccn1C the results were JMJD2E inh 6%, Lamin A splicing 7%, RECQ1 helicase -4%, ALDH1A1 block 2%, Tau fibril ThT -6%, SMN2 splice up 36% and Luc counter 0%.
COc1ccc(/C=N\NC(=O)COc2ccc(Cl)cc2Cl)c(C(=O)O)c1OC was read as JMJD2E inh -9%, L3MBTL1 inh 6%, Lamin A splicing inconclusive, RECQ1 helicase -12%, ALDH1A1 block 2%, Tau fibril ThT -10%, SMN2 splice up 4% and Luc counter -4%.
`Cc1cc(C)cc(-n2nnnc2SCC(=O)N2CCOCC2)c1` gave JMJD2E inh 10%, L3MBTL1 inh -7%, Lamin A splicing -14%, RECQ1 helicase 1%, ALDH1A1 block -1%, Tau fibril ThT -4%, SMN2 splice up 2% and Luc counter -1%.
For COc1cc(/C=N/NS(=O)(=O)c2ccc(C)cc2)ccc1OCc1cccc(C(=O)O)c1 the results were JMJD2E inh 3%, L3MBTL1 inh 1%, Lamin A splicing 23%[46 µM], RECQ1 helicase inactive, ALDH1A1 block inconclusive, Tau fibril ThT -14%, SMN2 splice up 3.5µM* and Luc counter 3%.
Screening COc1ccccc1N1CCN(C(=O)c2ccc(S(=O)(=O)N3CCCC3)cc2)CC1 returned JMJD2E inh 13%, Lamin A splicing -14%, RECQ1 helicase -4%, ALDH1A1 block inconclusive, Tau fibril ThT 0%, SMN2 splice up 8% and Luc counter 3%.
`Cn1c(=O)c2c(nc(N3CCCCCC3)n2Cc2cccc3ccccc23)n(C)c1=O` gave JMJD2E inh -1%, L3MBTL1 inh -5%, Lamin A splicing inconclusive, RECQ1 helicase -5%, ALDH1A1 block 0.89µM*, Tau fibril ThT inconclusive, SMN2 splice up -6% and Luc counter -2%.
COc1ccccc1NC(=O)C/C(C)=N/NC(=O)COc1c(Br)cc(Br)cc1OC was read as JMJD2E inh 2%, Lamin A splicing 6%[46 µM], RECQ1 helicase inactive, ALDH1A1 block 7.9µM*, Tau fibril ThT -13%, SMN2 splice up -6% and Luc counter 3%.
For COc1ccc(OC)c2[nH]c(=O)c(CCNC(=O)COc3ccccc3)cc12 the results were JMJD2E inh -21%, L3MBTL1 inh 2%, Lamin A splicing 1%, RECQ1 helicase -7%, ALDH1A1 block 2%, Tau fibril ThT -10%, SMN2 splice up -2% and Luc counter 3%.
`O=C(c1ccco1)N1CCC2(CC1)CN(c1cccc(-c3ccccc3)c1)C2` gave RECQ1 helicase inactive, ALDH1A1 block inconclusive, SMN2 splice up -47%[inhibitor] and Luc counter -4%.
`Cc1nc(/C(N)=N/OC(=O)c2c(-c3ccccc3Cl)noc2C)cs1` gave JMJD2E inh 4%, L3MBTL1 inh 6%, RECQ1 helicase -7% and Tau fibril ThT 1%.
O=C(O)C1C2C=CC3(CN(Cc4ccncc4)C(=O)C13)O2 (configuration not stated) was read as JMJD2E inh 4%, L3MBTL1 inh 7%, Lamin A splicing 7%, RECQ1 helicase -4%, ALDH1A1 block 3%, Tau fibril ThT -5%, SMN2 splice up 3% and Luc counter -2%.
For CS(=O)(=O)N1N=C(c2ccco2)CC1c1ccccc1 (configuration not stated) the results were JMJD2E inh 1%, L3MBTL1 inh inconclusive, Lamin A splicing -4%, RECQ1 helicase -4%, ALDH1A1 block inconclusive, Tau fibril ThT -7%, SMN2 splice up 6% and Luc counter 3%.
For CCn1c(=O)[nH]c2ccccc21 the results were JMJD2E inh 5%, RECQ1 helicase -5%, ALDH1A1 block 1%, Tau fibril ThT 0% and Luc counter -4%.
CCCCn1c(SCC(=O)N2CCC(C)CC2)nc2ccsc2c1=O was read as JMJD2E inh -1%, L3MBTL1 inh 9%, Lamin A splicing inconclusive, RECQ1 helicase inactive, ALDH1A1 block 11µM*, Tau fibril ThT -8%, SMN2 splice up -19% and Luc counter 0%.
`Cc1onc(-c2c(F)cccc2Cl)c1C(=O)ONC(=O)c1ccccc1` gave JMJD2E inh -2%, L3MBTL1 inh 10%, RECQ1 helicase -3%, ALDH1A1 block -18% and Tau fibril ThT -7%.
For O=C(O)c1ccc(Cl)cc1NC(=O)C1CCCO1 (configuration not stated) the results were JMJD2E inh -4%, Lamin A splicing -1%, RECQ1 helicase inactive, ALDH1A1 block -15%, Tau fibril ThT -1%, SMN2 splice up -7% and Luc counter 5%.
Screening COc1cccc(OCCNc2cc(N3CCCCC3)ccc2[N+](=O)[O-])c1 returned JMJD2E inh 4%, L3MBTL1 inh -5%, Lamin A splicing 21%, RECQ1 helicase 0%, ALDH1A1 block -1%, Tau fibril ThT inconclusive, SMN2 splice up -16% and Luc counter -4%.
O=C(COc1ccc(Cl)cc1Cl)NCCC1=CCCCC1 was read as JMJD2E inh -3%, L3MBTL1 inh 12%, Lamin A splicing inconclusive, RECQ1 helicase inactive, ALDH1A1 block 6% and Tau fibril ThT -8%.
`COc1ccc(S(=O)(=O)N(C)CC(=O)NC2CCCCC2)cc1OC` gave JMJD2E inh -5%, Lamin A splicing 16%, RECQ1 helicase -6%, ALDH1A1 block 2%, Tau fibril ThT -3%, SMN2 splice up 0% and Luc counter -3%.
`COc1ccc(/C=C(\C#N)C(=O)N=CN(C)C)cc1` gave JMJD2E inh -26%, L3MBTL1 inh 17%, Lamin A splicing 0%[9.22 µM], RECQ1 helicase -2%, ALDH1A1 block inconclusive, Tau fibril ThT -4%, SMN2 splice up -5% and Luc counter -5%.
`CCCCN1CC(C(=O)NC2CCCCC2)CC1=O` (configuration not stated) gave JMJD2E inh -3%, L3MBTL1 inh 45%[activator], Lamin A splicing 9%, RECQ1 helicase -5%, ALDH1A1 block -4%, Tau fibril ThT 11%, SMN2 splice up 8% and Luc counter -3%.

Looked up by structure from above (2):
For CS(=O)(=O)N1N=C(c2ccco2)CC1c1ccccc1 (configuration not stated) the results were JMJD2E inh 1%, L3MBTL1 inh inconclusive, Lamin A splicing -4%, RECQ1 helicase -4%, ALDH1A1 block inconclusive, Tau fibril ThT -7%, SMN2 splice up 6% and Luc counter 3%.
O=C(COc1ccc(Cl)cc1Cl)NCCC1=CCCCC1 was read as JMJD2E inh -3%, L3MBTL1 inh 12%, Lamin A splicing inconclusive, RECQ1 helicase inactive, ALDH1A1 block 6% and Tau fibril ThT -8%.
